High-throughput results: PubChem, several laboratories
KOR beta-arrestin-1: KOR agonists, beta-arrestin recruitment, primary screen, cell-based, luminescence, uHTS (AID 1777); 280,000 tested, 0.02% active; activation, % at 10 µM; hits with a dose series show EC50 in µM; KOR beta-arrestin recruitment, luminescence; higher % means a stronger effect; in the data active = activation above about 50%, passing the limit was not always enough; note: a part of the inactive calls stands beside numbers as strong as those of hits
Dengue-2 NS5 capping: flavivirus cap methylation enzyme inhibition – biochemical, confirmation dose response, primary screen (AID 588689); 340,000 tested, 0.3% active; one-dose inhibition, % at 25 µM; IC50 in µM for titrated hits; Dengue-2 NS5 methyltransferase capping enzyme assay, biochemical; higher % means a stronger effect; in the data active = a potency from the dose series
HIV peptide binding: inhibitors of HIV fusion peptide binding, primary screen, biochemical, uHTS, fluorescence dequenching (AID 1986); one-dose inhibition, % at 20 µM; IC50 in µM for titrated hits; 290,000 tested, 0.3% active; cell-free peptide binding, fluorescence dequenching, 30 min; higher % means a stronger effect; in the data active = inhibition mostly above about 52%, no sharp cut-off; inactive = mostly below about 76%; note: some results filed as inactive read as strong as hits
KOR beta-arrestin-2: kappa opioid receptor blockers – cell-based, luminescence, uHTS (AID 1778); KOR beta-arrestin recruitment, luminescence, antagonist mode; higher % means a stronger effect; inhibition, % at 10 µM, or IC50 in µM where a hit was titrated; 290,000 tested, 0.091% active; in the data active = inhibition above about 50%; note: strong numbers were not always called active
West Nile antiviral: inhibition of WNV-induced cytopathic effect – cell-based, CPE readout (AID 1621) | 290,000 tested, 0.02% active | one-dose CPE inhibition, % at 10 µM; IC50 in µM for titrated hits | West Nile virus-infected cells, CPE inhibition; higher % means a stronger effect; in the data active = a potency from the dose series; note: strong numbers were not always called active
NOD1 inhibition: NOD1 signaling inhibitors, primary screen, cell-based, luminescence, uHTS (AID 1578); NOD1-driven NF-kB luciferase reporter cells, luminescence; higher % means a stronger effect; inhibition, % at 4 µM, or EC50 in µM where a hit was titrated; 290,000 tested, 1% active; in the data active = inhibition mostly above about 36%, no sharp cut-off; inactive = mostly below about 34%;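 note: HEK-293T reporter cells stimulated with the NOD1 agonist gamma-tri-DAP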
GPR55 beta-arrestin: selective activators of receptor GPR55 – imaging, U2OS cells, beta-arrestin-GFP redistribution, primary screen (AID 1961); activation, % at 10 µM; hits with a dose series show EC50 in µM; U2OS GPR55 beta-arrestin-GFP redistribution imaging; higher % means a stronger effect; 290,000 tested, 0.048% active;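 active = activation above 40% with more than 50 cells counted in the well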;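 note: U2OS osteosarcoma cells stably expressing GPR55 and beta-arrestin-GFP; plate controls were DMSO negative control for no effect and LPI positive control for full effect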
GPR55 LPI antagonism: GPR55 antagonists blocking LPI-driven arrestin recruitment, primary screen, imaging, U2OS, beta-arrestin-GFP, LPI agonist (AID 2013); 290,000 tested, 0.13% active; one-dose inhibition, % at 10 µM; IC50 in µM for titrated hits; U2OS GPR55 beta-arrestin-GFP translocation imaging, LPI antagonism; higher % means a stronger effect;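 active = spots per cell inhibited over 60%, with over 100 cells counted and total cytoplasm intensity under 500,000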;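 note: U2OS cells stably carrying GPR55 and arrestin-GFP stimulated by 5 µM LPI near EC80; imaged beta-arrestin-GFP aggregate spots per cell after agonist stimulation; plate controls were LPI-stimulated DMSO wells for no effect and DMSO wells without LPI for full effect; some results filed as inactive read as strong as hits; confirmed hits need IC50 under 10 µM and bright autofluorescent wells are also inconclusive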
GPR35 antagonists: inhibition of zaprinast-stimulated GPR35 beta-arrestin translocation – imaging, U2OS, beta-arrestin-GFP, zaprinast agonist, primary screen (AID 2058); U2OS GPR35 beta-arrestin-GFP translocation imaging, zaprinast antagonism; higher % means a stronger effect; inhibition, % at 10 µM, or IC50 in µM where a hit was titrated; 290,000 tested, 0.052% active;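 active = inhibition of at least 50% with at least 30 cells and total cytoplasm GFP at most 10,000,000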
Starred values were filed as active, the others as inactive; . = no result given; & = joins results of further samples; [ ] = another dose, or the depositor's remark.

Values run as follows: KOR beta-arrestin-1, Dengue-2 NS5 capping, HIV peptide binding, KOR beta-arrestin-2, West Nile antiviral, NOD1 inhibition, GPR55 beta-arrestin, GPR55 LPI antagonism, GPR35 antagonists
COc1ccc(-c2noc(-c3ccccc3C(=O)NCc3ccco3)n2)cc1
→ -4.5%, ., -2.2%, 26%, -0.3%, -28%, -0.1%, -2%, 17%
Cc1ccc2cc(CN(CC3CCCO3)S(=O)(=O)c3cccc4nsnc34)c(=O)[nH]c2c1 (centres undefined)
→ 0.6%, -2%, 4.4%, 16%, 0.0%, 41%, -0.5%, 4%, -3%
Cn1c(N)c(C(=O)COC(=O)CN2C(=O)c3ccccc3C2=O)c(=O)n(C)c1=O
→ -4.6%, 2%, -1.4%, 37%, 0.5%, -11%, -0.1%, 3%, 4%
NS(=O)(=O)c1ccc(NC(=O)COC(=O)c2cc3ccccc3oc2=O)cc1
→ 3.6%, -8%, 0.8%, 8%, -0.3%, -13%, -0.6%, -2%, 3%
CC(=O)Nc1ccc(NC(=O)Cn2nc(C(=O)Nc3ccc(C)cc3)ccc2=O)cc1
→ -8.9%, -4%, -1.5%, 21%, -0.2%, -19%, -0.3%, 5%, -8%
COc1cc(C2C3=C(Nc4nc(N)[nH]c(=O)c42)c2ccccc2C3=O)ccc1O (centres undefined)
→ 2.3%, 8%, 13%, 46%, 0.7%, 1%, 0.0%, 0%, -15%
Cc1cccc(N2CCN(C(=O)CN(C)S(=O)(=O)c3ccc4c(c3)CCC(=O)N4)CC2)c1C
→ 3.6%, -1%, -1.8%, 7%, -0.4%, 8%, -0.1%, 9%, 0%
NC(=O)c1ccc(-n2nnnc2SCc2ccccc2)cc1
→ 1.9%, -1%, 0.9%, -36%, 0.2%, 5%, 0.0%, -26%, 6%
CCC1=NN(C(=O)c2ccccc2Br)C(O)(c2ccc(Br)cc2)C1 (centres undefined)
→ -3.6%, -20%, -4.1%, -4%, -0.7%, -22%, 0.0%, 1%, 6%
O=C(c1ccc(Br)cc1)N1CCN(Cc2ccccc2)CC1
→ -3.3%, 3%, 1.5%, -6%[20 µM], -0.4%, 11%, 0.2%, -7%, -1%
CCOc1cc(/C=C2\COc3ccccc3C2=O)cc(Br)c1OCC(=O)N(C)C
→ -5.4%, -45%, -1.9%, 12%, -2.3%, 55%*, 2.5%, 15%, 17%
CCNC(=O)NC(=O)CSc1ccc(NC(C)=O)cc1
→ 1.5%, -2%, 6.4%, 10%, 2.0%, -5%, 0.2%, -4%, 6%
O=C(NCc1ccc(F)cc1)c1cccnc1
→ -4.1%, -7%, -0.2%, 7%[20 µM], 0.1%, -22%, 0.7%, 3%, 15%
COc1ccc(-c2noc(CNC(=O)C(C)Oc3ccccc3)n2)cc1 (centres undefined)
→ 3.6%, 6%, 3.8%, -15%, 0.4%, -29%, 0.3%, -5%, 1%
COc1ccc(CCNC(=O)CN(C)S(=O)(=O)c2cccc3nsnc23)cc1OC
→ 0.1%, -2%, -1.1%, -21%, -0.2%, -14%, -0.1%, -7%, 14%
CC(=O)NN1C(=O)/C(=C\c2ccc(C)cc2)SC1=S
→ 2.2%, -6%, 0.5%, -3%, -0.6%, 4%, -0.1%, 0%, 0%
COc1ccc(-c2cc(C(=O)N3CCCC3)no2)cc1OC
→ -2.2%, 6%, 1.0%, -23%, -0.1%, -31%, -0.3%, -1%, 9%
Cc1ccc(NC(=O)c2ccc(NCCN)c([N+](=O)[O-])c2)cc1
→ 5.0%, -5%, -0.1%, -27%, 0.3%, -18%, 0.5%, 12%, 2%
COc1cc(CCCN2C(=O)C(=O)NC[C@@H]2CCCCN)cc(OC)c1OC
→ ., -2%, -0.4%, 15%, 0.3%, 6%, -0.1%, 0%, 14%
CCC(CC)c1nnc(NS(=O)(=O)Cc2ccccc2)s1
→ 0.8%, 7%, 1.6%, -17%, 0.7%, -3%, -0.1%, -4%, 3%
CCCOc1ccc(/C=N/NC(=O)CN2CCCCC2)cc1
→ -1.6%, 10%, 1.0%, -31%[20 µM], 0.5%, 14%, -0.1%, -1%, -2%
Cc1c(Br)c([N+](=O)[O-])nn1CC(=O)Nc1sc2c(c1C(=O)OC(C)C)CCC(C)C2 (centres undefined)
→ 7.0%, -3%, 1.4%, 17%, -0.2%, -26%, -0.2%, 3%, -5%
CCOC(=O)N1CCN(C(=O)C2CCN(S(=O)(=O)c3ccc(OCC)cc3)CC2)CC1
→ 3.9%, -3%, 1.3%, -20%, -0.8%, -1%, 0.3%, 8%, 10%
NC(=O)C1(N2CCCCC2)CCN(C(=S)Nc2ccc(S(N)(=O)=O)cc2)CC1
→ -0.5%, -17%, -0.2%, -22%[20 µM], -0.3%, -19%, 0.2%, -3%, 49%
O=C(c1ccc2c(c1)OCO2)C1CCCN(C2CCN(CCc3ccccc3)CC2)C1 (centres undefined)
→ -2.9%, 7%, -0.7%, -2%, -0.2%, -35%, -0.2%, 15%, 2%
CCN1CCN(C(=O)c2cc3c(=O)n(C)c4ccccc4c3n2C)CC1
→ -4.0%, -3%, 0.5%, -8%, 0.0%, -11%, -0.3%, 8%, -11%
Cn1c(N)c(Br)c(-c2ccc(F)cc2)c(C#N)c1=O
→ -3.6%, -9%, -1.7%, 18%, -0.1%, -36%, 0.1%, 8%, -3%
CC(C)OCCCNC(=O)Cn1ccc2cc(S(=O)(=O)N3CCCCC3)ccc21
→ 0.5%, -9%, 0.4%, 13%, -0.6%, -24%, -0.1%, 6%, 2%
CCC(CC)n1[nH]c(=O)cc1N
→ 0.7%, ., 0.2%, 20%, 0.3%, -42%, 0.3%, -3%, -2%
OC(CNC1CCCc2ccccc21)COc1ccc2ccccc2c1 (centres undefined)
→ -2.3%, ., -2.3%, -10%, -1.6%, -14%, -0.2%, 37%, 12%

The last 2 entries of the part above open the next one.
Values run as follows: KOR beta-arrestin-1, Dengue-2 NS5 capping, HIV peptide binding, KOR beta-arrestin-2, West Nile antiviral, NOD1 inhibition, GPR55 beta-arrestin, GPR55 LPI antagonism, GPR35 antagonists
CCC(CC)n1[nH]c(=O)cc1N
→ 0.7%, ., 0.2%, 20%, 0.3%, -42%, 0.3%, -3%, -2%
OC(CNC1CCCc2ccccc21)COc1ccc2ccccc2c1 (centres undefined)
→ -2.3%, ., -2.3%, -10%, -1.6%, -14%, -0.2%, 37%, 12%
Cc1cc(Br)cc(C)c1OCC(=O)NNC(=O)c1cccs1
→ -1.2%, -11%, 0.7%, -6%, -0.3%, -23%, -0.1%, 17%, 3%
Cc1ccc(/C=C/C(=O)NCc2ccc(S(N)(=O)=O)cc2)o1
→ -3.4%, 5%, 2.3%, -11%[20 µM], -0.7%, -7%, -0.1%, -2%, -4%
CCOC(=O)c1cnc(SCC(=O)c2ccc3c(c2)OCCO3)nc1N
→ -4.9%, 1%, 2.3%, -14%, 0.8%, -28%, -0.1%, 9%, -3%
Cc1cc(C2C(C#N)=C(N)OC3=C2C(=O)CCC3)c(C)s1 (centres undefined)
→ -8.7%, -3%, -1.0%, 20%, 0.1%, 1%, -0.1%, 0%, -9%
CCCCC1=CC2=CC(=O)C(C)(OC(=O)CC)C(=O)C2=CN1CCc1c[nH]c2ccccc12 (centres undefined)
→ -3.6%, 5%, 4.8%, 33%, 1.4%, -6%, -0.2%, 9%, -25%
Oc1ccc(Br)cc1CNc1ccccn1
→ -1.2%, -4%, -0.8%, 14%, 0.1%, -2%, 0.0%, 3%, -10%
O=S(=O)(c1ccc(Cl)cc1)N1CCC2(CC1)OCCO2
→ 3.8%, -7%, -1.4%, -2%, 0.0%, -15%, -0.1%, 0%, 8%
CC(C)CN1C(=O)c2ccc(C(=O)NCc3ccccn3)cc2C1=O
→ -1.9%, -1%, -0.2%, 10%, 0.3%, -11%, -0.1%, 11%, -6%
CCCCCCc1ccc(N2C[C@H](C)[C@@H](CC(=O)NCc3ccccc3)C2=O)cc1
→ 1.3%, -2%, 0.1%, -69%[20 µM], -1.6%, -38%, -0.3%, -8%, -2%
COc1ccc(-c2cn(CCc3c[nH]c4ccccc34)nn2)cc1
→ -2.1%, -3%, 0.0%, -8%[20 µM], -0.6%, -13%, -0.3%, 2%, -5%
COc1ccc(-c2cc3c(=O)n(CC(=O)N4CCN(C)CC4)ncn3n2)cc1
→ -3.7%, -1%, -1.4%, -4%[20 µM], -0.7%, -12%, 0.0%, 3%, -10%
CCOc1ccc(Cl)cc1S(=O)(=O)N1CCCC1
→ 1.2%, -1%, -2.0%, -64%, -0.6%, 7%, -0.1%, 30%, 8%
O=C(O)c1ccccc1NSc1ccccc1[N+](=O)[O-]
→ -6.7%, 22%, 9.8%, -44%, 1.0%, -22%, -0.3%, 5%, -3%
CCCOP(=O)(c1ccc(N(C)C)cc1)C(Nc1ccccc1)c1ccc(N(C)C)cc1 (centres undefined)
→ 2.5%, -9%, -2.7%, -32%, -1.3%, -13%, -0.2%, 4%, -16%
CCOC(=O)C1=C(C)NC(=O)NC1c1ccc(Br)s1 (centres undefined)
→ -2.6%, -2%, 1.0%, 115%, 0.1%, 12%, 0.0%, -18%, -16%
CS(=O)(=O)N(CC(=O)NCCSc1ccccn1)c1cccc2ccccc12
→ 1.7%, -4%, -0.9%, -37%, 0.0%, 0%, -0.2%, 0%, -1%
COCCN1C(=O)C(CC(=O)Nc2ccc(C(C)=O)cc2)SC1=Nc1ccccc1 (centres undefined)
→ -0.8%, 2%&0%, 5.2%, 11%, -0.5%, 4%, 0.2%, -2%, 2%
COc1ccc(C2C(C(C)=O)=C(O)C(=O)N2CCc2c[nH]c3ccccc23)cc1OC (centres undefined)
→ -3.2%, -2%, -0.5%, -12%, -0.4%, -26%, 0.0%, 4%, -14%
CCOC(=O)CSc1nc2c(sc(=S)n2Cc2ccco2)c(=O)n1-c1ccccc1
→ 0.6%, 0%, -3.0%, -3%, -0.5%, 17%, -0.1%, 6%, -6%
Cc1onc(-c2ccccc2)c1C(=O)N(Cc1ccco1)Cc1cccs1
→ 0.3%, -11%, 2.3%, 9%, -1.8%, -19%, 0.5%, 10%, 8%
COCC(C)NC(=O)COc1nncc2ccccc12 (centres undefined)
→ 0.0%, -3%, 0.5%, -28%, 0.1%, -3%, 0.6%, 0%, -9%
CC(C)N(C(C)C)S(=O)(=O)c1ccc(Cl)nc1
→ -5.1%, 1%, -1.2%, 3%, -0.9%, -12%, 0.1%, 6%, -3%
O=C(O)CSc1ncnc2sc(-c3ccccc3)cc12
→ 1.1%, -10%, 1.0%, 20%, 1.1%, -17%, -0.5%, 1%, 5%
Cc1cccc(-n2c(-c3ccccc3)c[nH]c2=S)c1C
→ -2.6%, -10%, -1.5%, 4%, -0.1%, -28%, -0.2%, -7%, 3%
Cc1ccc(N2CCN(c3ccc(C)cc3)C2c2ccccn2)cc1
→ 19%, 6%, 1.5%, -83%, -0.7%, -11%, -0.1%, -1%, 6%

This is a subset, so the mix of outcomes need not match the whole.
